# S1P1 ag-PAM: agonists and agonism potentiators of human S1P1 receptor; activation, % at 9.5 µM; AID 449; S1P1 CRE-bla cells, forskolin, beta-lactamase FRET, potentiator mode; S1P1 agonist co-added at EC20, 2 nM; 100% = saturating reference agonist, 0% = basal; hit rate 0.57% among 56,000;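 active means activation above a cutoff set at the mean activation of all tested compounds plus 3 SD, cut at about 54% in these data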;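 further: forskolin at 4 µM as EC80 and the EC20 agonist is SEW2871; 100% = SEW2871 at its EC100 plus forskolin at EC80; some compounds past the cut are filed as inactive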
# Jurkat tox 60K: reduces viability or proliferation of Jurkat cells | hit rate 1.2% among 56,000 | inhibition, % at 4 µM | Jurkat E6.1 viability, ATP luminescence, 48 h | AID 463;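 active means inhibition above the mean inhibition of all tested compounds plus 3 SD, cut at about 28% in these data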
# 5HT1E antag: 5-HT1E (human) receptor antagonism | P28566 | CHO 5-HT1E Ga15 NFAT-bla reporter, FRET, antagonist | inhibition, % at 6 µM | hit rate 0.99% among 65,000 | AID 571;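 active means inhibition above a set limit, the mean inhibition across every tested compound plus 3 SD, cut at about 29% in these data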;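 further: signal is the 460 over 535 nm emission ratio of beta-lactamase substrate; 0% = agonist plus DMSO wells and 100% = wells without agonist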
# Target sequence (P28566 whole entry, looked up): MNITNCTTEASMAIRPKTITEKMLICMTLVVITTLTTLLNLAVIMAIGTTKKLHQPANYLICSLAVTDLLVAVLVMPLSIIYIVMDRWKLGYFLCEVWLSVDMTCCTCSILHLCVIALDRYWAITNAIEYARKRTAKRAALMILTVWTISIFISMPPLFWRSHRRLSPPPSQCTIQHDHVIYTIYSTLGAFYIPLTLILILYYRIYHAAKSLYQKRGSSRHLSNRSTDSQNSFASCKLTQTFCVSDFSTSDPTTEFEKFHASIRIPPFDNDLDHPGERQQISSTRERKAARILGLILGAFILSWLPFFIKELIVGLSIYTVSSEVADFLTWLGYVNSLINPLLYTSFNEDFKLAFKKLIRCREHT
# HTR1E agonist: activates the human 5-HT1E serotonin receptor; AID 574; activation, % at 6 µM; CHO 5-HT1E Ga15 NFAT-bla reporter, FRET; 0% DMSO wells, 100% control agonist wells; hit rate 0.69% among 65,000;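 active means activation above a set limit, the screen-wide mean activation plus 3 SD, cut at about 8.5% in these data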;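 further: 100% = positive control agonist at 1 µM giving full maximal response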
# HTR1A agonist: activates the human 5-HT1a serotonin receptor | AID 567 | CHO 5-HT1a Ga15 NFAT-bla reporter, FRET ratio; 0% basal, 100% maximal reference agonist | hit rate 0.56% among 65,000 | activation, % at 10 µM;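 active means activation above the screen-wide mean activation plus 3 SD, cut at about 19% in these data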;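 further: 0% = DMSO wells and 100% = 5-CT at EC100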
# 5HT1a antag: antagonists of human 5-HT1a serotonin receptor; hit rate 0.68% among 62,000; inhibition, % at 10 µM; CHO 5-HT1a Ga15 NFAT-bla reporter, antagonist mode;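 active means inhibition above the mean of all tested compounds plus 3 SD, cut at about 43% in these data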;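 further: receptor stimulated by 5-CT agonist at 100 nM near EC80; beta-lactamase reporter measured by ratiometric fluorescence of a cleavable substrate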
# S1P3 agonist: activates the human S1P3 receptor; Q99500; S1P3 NFAT-BLA reporter cells, agonism, FRET ratio; relative to 1 µM S1P, basal subtracted; activation, % at 4.5 µM; hit rate 0.1% among 60,000;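 active means activation above the screen-wide mean plus 3 SD, cut at about 4.5% in these data, passing the limit was not always enough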; further: some compounds called inactive have numbers as strong as hits
# Target sequence (Q99500 whole entry, looked up): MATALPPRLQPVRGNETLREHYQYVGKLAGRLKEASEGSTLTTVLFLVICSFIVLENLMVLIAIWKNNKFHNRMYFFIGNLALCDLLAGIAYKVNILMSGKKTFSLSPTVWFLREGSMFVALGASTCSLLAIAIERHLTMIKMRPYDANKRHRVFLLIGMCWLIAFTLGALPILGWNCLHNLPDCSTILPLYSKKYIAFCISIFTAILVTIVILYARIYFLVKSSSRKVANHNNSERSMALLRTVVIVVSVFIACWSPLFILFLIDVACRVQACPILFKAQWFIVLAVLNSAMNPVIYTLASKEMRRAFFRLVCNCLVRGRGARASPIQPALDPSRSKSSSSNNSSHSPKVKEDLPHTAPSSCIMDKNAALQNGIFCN
#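 Material: Human S1P3 NFAT-BLA reporter CHO cells | Incubation: Overnight plating, 4 h compound 37 °C, 2 h substrate RT | Signal: FRET β-lactamase substrate fluorescence, excitation 405 nm, 460/535 nm emission ratio, background-subtracted | Compound: 4.5 µM final, single dose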
# HEK293 NFkB inh: lowers PMA/ionomycin-induced NF-kB signal in HEK293 cells; HEK-293 NF-kB luciferase reporter, luminescence; inhibition, % at 3 µM; hit rate 0.21% among 62,000; AID 465;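 active means inhibition above the mean of all tested compounds plus 3 SD, cut at about 40% in these data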;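 further: 0% = stimulated DMSO wells and 100% = 10 µM reference inhibitor 5653914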
#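 System – HEK-293 cells with stable firefly luciferase reporter driven by four HIV NF-kB elements · Doses – one dose, 3 µM · Schedule – 1 h compound pre-incubation, 16 h PMA/ionomycin at 37 °C · Technique – luminescence from luciferase substrate reagent · Measure – percent inhibition normalized per plate to DMSO and reference-inhibitor controls · Replicates – tested once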
# D1 allo mod: D1 dopamine receptor (human) allosteric modulation | HEK293 D1, CRE-luciferase, dopamine EC30 potentiation; actives deviate in either direction | B-score at 10 µM | hit rate 5.9% among 58,000;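 active means luminescence count or its row- and column-corrected plate score outside the 99.7% band of the plate's sample wells, on either side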
# Starred values were filed as active, the others as inactive; nt = not tested or not shown.
# Every second line gives: HTR1E agonist	HTR1A agonist	HEK293 NFkB inh	5HT1a antag	Jurkat tox 60K	5HT1E antag	S1P1 ag-PAM	D1 allo mod	S1P3 agonist
COc1ccc2c(c1)NC1(O)c3ccccc3C(=O)C21O (stereo not drawn)
→ -0.1	-0.6	4	-1	nt	-1	nt	0.059	nt
CN(C(=O)NC(=O)C1=C(N2CCOCC2)/C(=C/c2ccccc2)CC1)S(C)(=O)=O
→ 0.0	-1.4	13	0	2	-6	-4	0.14	-0.4
CN(C)CCN1C(=O)c2oc3ccccc3c(=O)c2C1c1ccccc1 (stereo not drawn)
→ 0.1	-2.7	15	-14	-10	-1	-26	-0.68	0.0
Cc1ccc(OCC(=O)Nc2cccc(C)n2)c(C)c1
→ -1.0	-0.7	15	0	-5	6	-12	-0.42	-1.0
Cc1cccc(N(C(=O)Nc2ccccc2)C2=NCC(C)S2)c1 (stereo not drawn)
→ -0.7	-2.4	0	21	-5	10	-10	5.1*	-0.6
O=C(NCc1ccncc1)c1ccc(Br)o1
→ 0.2	-0.4	12	-3	-7	-11	-22	0.23	-1.7
COc1cccc(C2C(C(=O)c3sc(C)nc3C)=C(O)C(=O)N2CCN2CCOCC2)c1 (stereo not drawn)
→ 1.1	-4.2	17	5	-1	-2	-24	-0.16	-0.2
CC1CN(S(=O)(=O)c2ccc(NC(=O)c3cc(-c4ccccc4O)n[nH]3)cc2)CC(C)O1 (stereo not drawn)
→ -0.1	1.8	3	-21	54*	-9	-2	0.33	-1.5
O=C(Cn1nnc(-c2cccs2)n1)N1CCc2ccccc2C1
→ -0.2	-1.1	9	11	13	13	30	-1	-0.8
CC(=O)c1ccc(-n2nnnc2SCC(=O)N2CCc3ccccc3C2)cc1
→ -0.6	0.0	9	-2	-3	1	8	0.68	0.3
CCn1cc(C2=NOC(C(=O)Nc3cc(C)nn3-c3ccccc3)C2)c(C)n1 (stereo not drawn)
→ -0.3	-0.6	12	1	4	5	-1	-0.44	0.0
NCC12CC3CC(C1)CC(CN)(C3)C2
→ -0.8	-2.7	1	11	8	18	1	nt	-1.3
CCOC(=O)C1CCN(C(=O)c2cn(-c3ccccc3)nc2-c2cccnc2)CC1
→ 0.3	-1.8	11	6	nt	1	nt	nt	nt
O=C(COC(=O)C1CC(=O)N(c2ccc3c(c2)OCCO3)C1)NC1CCCc2ccccc21 (stereo not drawn)
→ 1.1	-0.5	2	1	-5	-5	-9	-0.32	1.0
Fc1cc(F)c2nc(N3CCOCC3)sc2c1
→ 0.1	-2.6	-7	-1	-2	-8	-3	0.97	-0.1
O=C(c1ccc2c(c1)OCO2)N1CCN=C1SCc1ccccc1
→ 0.2	-0.2	8	14	0	12	11	nt	-1.0
C=CCOC(=O)C1=C(C)OC(N)=C(C#N)C1c1ccc(F)cc1 (stereo not drawn)
→ 0.8	-3.0	8	16	-4	0	5	0.24	-0.1
CC1Cc2ccccc2N1S(=O)(=O)c1ccc2c(c1)n(C)c(=O)c(=O)n2C (stereo not drawn)
→ -0.3	0.1	6	4	-5	10	11	0.1	-1.5
CCC(=O)N=c1sc2c(C)cc(C)cc2n1CC(=O)OC
→ 0.6	-0.3	1	14	-3	-1	-17	0.48	0.0
CC1CCN(CCCNC(=O)C2CC(=O)N(C3CCCCCC3)C2)CC1 (stereo not drawn)
→ -0.7	-0.6	3	-1	4	0	0	1.1	0.3
Cc1cccc(NC(=O)CS(=O)(=O)c2cn(C)c3ccccc23)c1
→ 0.1	-1.2	11	10	4	-6	8	-0.41	-0.6
Cn1c(CSc2nnc(SCc3ccccc3)s2)nc2ccccc21
→ -1.7	-1.2	2	9	9	-1	-2	0.00078	-0.6
CCOc1ccc(CC(=O)C2C(=O)CCCC2=O)cc1OCC
→ -0.7	-0.8	21	-2	-4	1	3	4.3*	0.0
O=C(CSc1n[nH]c(-c2ccccc2O)n1)N1CCCc2ccccc21
→ -0.5	0.5	8	-1	62*	-1	-9	-1	-0.6
Cc1cccnc1Nc1nc(-c2ccc(O)cc2O)cs1
→ -0.2	-0.7	-4	8	-7	-4	13	-0.012	0.9
CC1=C(C(=O)Nc2cccnc2)C(c2cccnc2)n2nc(-c3cccs3)nc2N1 (stereo not drawn)
→ -0.2	-0.2	7	-6	3	-5	9	0.87	-0.9
COC(=O)c1cc(NCc2ccccc2F)ccc1N1CCOCC1
→ -0.1	-2.4	-13	18	3	-1	61	-0.34	0.1
Cn1c(SCc2nnc3n2CCCCC3)nc2ccccc21
→ -1.2	-1.8	1	14	1	6	13	0.016	0.0
Clc1cccc(-c2nn3c(-c4ccncc4)nnc3s2)c1
→ 0.1	-2.8	-2	-10	-4	-5	8	nt	0.2
CCN(CC)Cc1c(C(=O)OC(C)C)nnn1-c1nonc1N
→ 0.3	-1.0	-6	-9	-2	5	-4	-1.4	0.5
Nc1c(C(=O)NCc2ccccc2)nnn1Cc1cccc(Cl)c1
→ -0.3	-2.2	13	14	84*	5	26	0.39	-1.2
CC(C)(C)C(=O)CN1CCN(S(=O)(=O)c2ccc(F)cc2)CC1
→ 0.3	-1.6	-8	-1	1	-7	-22	0.053	-0.3
C=CCc1cccc(CNc2nc3ccccc3n2CC)c1O
→ -0.1	-2.7	3	15	-1	9	32	-0.97	-1.0
CCn1c(SCC(=O)Nc2ccc3c(c2)OCO3)nc2c1c(=O)n(C)c(=O)n2C
→ 1.4	1.4	4	-3	-3	2	-17	3.2	-1.3
Cc1ccc(N2C(=O)C3ON(c4ccccc4)C(c4ccncc4)C3C2=O)cc1 (stereo not drawn)
→ 0.0	-0.5	nt	nt	nt	-12	-5	nt	-2.6
Nc1nc(-c2c[nH]c3ccccc23)cs1
→ -1.6	-1.2	-8	22	-3	6	-11	-0.7	-1.9
COC(=O)c1ccc(C2NC(=O)NC(C)=C2C(=O)N(C)C)cc1 (stereo not drawn)
→ -0.9	-3.7	-3	-12	-6	-15	-4	-0.29	-0.7
CC1CCCC(NC(=O)CN2CCN(Cc3ccc(Cl)cc3)C2=O)C1C (stereo not drawn)
→ -0.6	0.2	16	1	nt	8	nt	-0.62	nt
CS(=O)(=O)N1CCCC(C(=O)NC2CCCCCCC2)C1 (stereo not drawn)
→ 0.4	-4.6	16	21	1	3	6	0.44	-0.8
O=C(CN1CCCC1)N1c2ccccc2Sc2ccccc21
→ 6.3	-1.3	11	2	2	-5	11	-0.74	-1.2
OC1(Cc2ccn[nH]2)CCCCC1
→ -0.5	-4.2	-4	0	-2	6	-14	0.16	-0.6
CCS(=O)(=O)NC(C)C(c1cccs1)N1CCN(C)CC1 (stereo not drawn)
→ -0.2	-0.2	22	-42	nt	6	nt	0.026	nt
CC1CN(C(=O)C2CCCN2S(=O)(=O)c2ccc(Cl)cc2)CC(C)O1 (stereo not drawn)
→ -0.6	-7.7	10	-13	4	-10	2	0.46	-0.6
COc1ccccc1-c1nc(C#N)c(N2CCN(c3cccc(Cl)c3)CC2)o1
→ -0.5	-1.8	16	1	-8	6	-3	0.19	-0.3
Cc1cccc(Cn2cnc3c(nnn3Cc3ccc(F)cc3)c2=O)c1
→ 0.1	-2.1	8	6	0	1	10	1.5	-0.6
O=C(CSc1nnc(-c2ccncc2)n1Cc1ccco1)c1ccc(Cl)cc1
→ -0.8	-1.7	-1	10	0	0	24	-0.66	-2.0
Cc1nc(SCC(=O)OCc2ccccc2)c2c(=O)n(C)c(=O)n(C)c2n1
→ -0.1	-1.7	12	-6	0	-9	-3	-1	-1.5
CC1=CC(C)(C)N2C(=O)C3(C(C#N)=C(N)OC4=C3C(=O)CCC4)c3c(C)c(C)cc1c32 (stereo not drawn)
→ 0.3	1.0	20	17	9	3	-20	-1	-0.3
COC(=O)Nc1ccc(S(=O)(=O)N2c3ccccc3CCC2C)cc1 (stereo not drawn)
→ -0.2	-4.5	22	27	92*	23	-9	-1.5	-0.3
CC(C)CC(OC(=O)c1cccs1)C(=O)NCc1ccco1 (stereo not drawn)
→ -1.0	-1.1	7	13	4	1	10	-0.27	-0.9
CC(C)N(C#N)c1nc(N2CCOCC2)nc(N2CCOCC2)n1
→ -0.9	-0.6	14	-2	13	4	-10	nt	-0.3
O=C(c1ccc(CSCc2ccccc2F)o1)N1CCN(c2ccc(N3CCOCC3)nn2)CC1
→ 0.3	-2.1	10	8	10	17	-12	0.32	-1.4
CCOC(=O)CSC1=C(C#N)C(c2ccc3c(c2)OCO3)CC(=O)N1 (stereo not drawn)
→ -2.3	1.3	nt	nt	nt	6	5	2.6	-6.4
COc1ccccc1N1CCN(Cc2nc(N)nc(Nc3ccc(C)c(Cl)c3)n2)CC1
→ 1.8	4.2	7	-13	15	2	20	-1.3	-0.4
O=S(=O)(c1ccc(F)cc1)c1nc(-c2ccc(F)cc2)oc1NCCN1CCOCC1
→ -0.8	-1.6	19	-3	4	-13	-18	nt	-0.1
CCCc1cc(-n2ccnc2)n2c(nc3ccccc32)c1C#N
→ -0.2	-1.6	17	3	4	9	10	-0.34	-1.4
c1ccc(Cc2nn3c(C4COc5ccccc5O4)nnc3s2)cc1 (stereo not drawn)
→ -0.6	-4.0	11	-3	7	-12	32	6*	0.2
O=C(CCN1CCOCC1)Nc1ccc2c(c1)N(C(=O)CN1CCOCC1)c1ccccc1CC2
→ 0.3	-0.1	9	-6	-3	-2	8	-0.67	0.2
O=C(c1cccs1)c1no[n+]([O-])c1C(=O)c1cccs1
→ -0.5	3.0	19	-6	-7	-4	-3	-3.6	0.9

# A second format for some results above:
COc1ccccc1N1CCN(Cc2nc(N)nc(Nc3ccc(C)c(Cl)c3)n2)CC1
  HTR1E agonist = 1.8 | HTR1A agonist = 4.2 | HEK293 NFkB inh = 7 | 5HT1a antag = -13 | Jurkat tox 60K = 15 | 5HT1E antag = 2 | S1P1 ag-PAM = 20 | D1 allo mod = -1.3 | S1P3 agonist = -0.4
CCOC(=O)CSC1=C(C#N)C(c2ccc3c(c2)OCO3)CC(=O)N1 (stereo not drawn)
  HTR1E agonist = -2.3 | HTR1A agonist = 1.3 | HEK293 NFkB inh = nt | 5HT1a antag = nt | Jurkat tox 60K = nt | 5HT1E antag = 6 | S1P1 ag-PAM = 5 | D1 allo mod = 2.6 | S1P3 agonist = -6.4
CC(C)(C)C(=O)CN1CCN(S(=O)(=O)c2ccc(F)cc2)CC1
  HTR1E agonist = 0.3 | HTR1A agonist = -1.6 | HEK293 NFkB inh = -8 | 5HT1a antag = -1 | Jurkat tox 60K = 1 | 5HT1E antag = -7 | S1P1 ag-PAM = -22 | D1 allo mod = 0.053 | S1P3 agonist = -0.3
C=CCc1cccc(CNc2nc3ccccc3n2CC)c1O
  HTR1E agonist = -0.1 | HTR1A agonist = -2.7 | HEK293 NFkB inh = 3 | 5HT1a antag = 15 | Jurkat tox 60K = -1 | 5HT1E antag = 9 | S1P1 ag-PAM = 32 | D1 allo mod = -0.97 | S1P3 agonist = -1.0

# Bioassay records: PubChem BioAssay, several laboratories
